# UTI89 phage lysis – protection from phage-mediated lysis, alamar blue read-out – E. coli UTI89, K1F phage, bacterial capsule biogenesis inhibitors (AID 488966); one-dose inhibition, % at 100 µM; IC50 in µM for titrated hits; 0.02% of 340,000 active; E. coli UTI89 K1F phage lysis, alamar blue, 2 h; higher % means a stronger effect;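 active = phage lysis inhibition, versus mean bacterial control, above a set limit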;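 note: capsule biogenesis inhibitors block K1F phage lysis so surviving cells raise fluorescence; higher fluorescence means more inhibition of phage lysis; actives were called in the ten point dose series up to 300 µM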
# NS5 inhibitors – Dengue-2 NS5 methyltransferase inhibitors, primary screen, biochemical, confirmation dose response (AID 588689). Dengue-2 NS5 methyltransferase capping enzyme assay, biochemical; higher % means a stronger effect. inhibition, % at 25 µM; hits with a dose series show IC50 in µM. 0.3% of 340,000 active; in the data active = a potency from the dose series
# NTR1 agonist – NTR1-driven beta-arrestin-GFP spot formation – imaging, U2OS cells, high content, primary screen (AID 493036) | P30989 | agonist mode | activation, % at 20 µM | 0.17% of 330,000 active;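 active = activation at or above 40% of the spot to cytoplasm intensity ratio, with at least 20 cells analyzed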;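 note: 0% = DMSO without peptide and 100% = 100 nM NTR1 peptide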
# Target sequence (P30989 whole entry, looked up): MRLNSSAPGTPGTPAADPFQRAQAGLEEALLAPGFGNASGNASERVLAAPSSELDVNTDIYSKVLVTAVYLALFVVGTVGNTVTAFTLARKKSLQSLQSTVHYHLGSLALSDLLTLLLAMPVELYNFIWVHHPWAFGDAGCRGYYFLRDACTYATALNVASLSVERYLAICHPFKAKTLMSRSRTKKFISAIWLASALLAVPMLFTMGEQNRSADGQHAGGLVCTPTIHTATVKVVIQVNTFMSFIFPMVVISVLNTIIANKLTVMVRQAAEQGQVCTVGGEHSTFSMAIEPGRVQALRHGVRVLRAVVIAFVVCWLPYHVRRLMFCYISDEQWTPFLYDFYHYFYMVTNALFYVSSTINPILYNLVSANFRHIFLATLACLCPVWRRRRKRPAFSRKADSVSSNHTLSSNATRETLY
# NTR1 agonist cell count 20 µM – also measured in NTR1 agonist; calls as there; cell count; measured here: cell count, cytotoxicity flag
# NS5 inhibitors pilot replicate – further read-out of NS5 inhibitors, marked with its call; inhibition, %; measured here: pilot screen replicate inhibition
# Starred values were filed as active, the others as inactive; [ ] = another dose, or the depositor's remark. Some of the compounds tested. The share of hits here may be higher or lower than overall.
SMILES,UTI89 phage lysis,NS5 inhibitors,NTR1 agonist,NTR1 agonist cell count 20 µM,others
COc1ccccc1C(CNC(=O)c1ccc(C)c(S(=O)(=O)N2CCCCC2)c1)N1CCCC1 (stereo not given),0.3%[50 µM],-5.1%,-0.6,70,
COc1ccccc1C(=O)NCC(=O)NNC(=O)c1cccs1,0.1%[50 µM],-5.1%,2.0,50,
O=C(CSc1nnc(CN2CCCC2)n1-c1ccc(F)cc1)c1ccc2c(c1)OCO2,1.2%[50 µM],-2.2%,0.1,52,
Nc1cc(C(=O)OCC(=O)Nc2cccc(S(=O)(=O)N3CCOCC3)c2)ccc1Cl,0.8%[50 µM],-2.9%,-1.9,33,
C#CCOCCOCCOCCNc1nc(N2CCN(C(=O)C([C@@H](C)O)n3cc([C@@H](N)CCCCN)nn3)CC2)nc(N2CCN(C(=O)[C@H](CC(N)=O)n3cc(C(N)[C@@H](C)CC)nn3)CC2)n1 (stereo not given in full),0.0%,-4.0%,-1.3,40,NS5 inhibitors pilot replicate=2.4
O=C(COc1ccc(F)cc1Br)NCC1COc2ccccc2O1 (stereo not given),0.1%[50 µM],-1.5%,1.5,49,
CC1(C)C(=O)Nc2ccccc2N1C(=O)COC(=O)c1ccc(NC(N)=O)cc1,0.2%[50 µM],3.7%,2.9,66,
COCCS(=O)(=O)N(Cc1ccccc1)[C@H](C(=O)OC)C(C)C,0.0%,-6.0%,-0.7,60,NS5 inhibitors pilot replicate=0.9
COc1ccc([C@H]2CC(=O)C=C(c3ccc4ncccc4c3)C2)cc1OC,3.1%,-0.8%,0.2,60,
CN1CCN(c2ccc(NC(=O)c3cc(Cl)c4c(c3)OCCO4)cc2)CC1,2.5%[50 µM],-8.7%,-0.3,44,
Cc1ccc(S(=O)(=O)N2CCOCC2)cc1C(=O)OCC(=O)N1CCCC1=O,-2.2%,6.2%,1.8,53,
O=C(COC(=O)c1cc(Cl)ccc1[N+](=O)[O-])NC1CC1,1.1%[50 µM],2.3%,-1.2,51,
CC[C@]12c3[nH]c4ccc(Cl)cc4c3CCN1C(=O)[C@@H](CC(=O)NCc1ccc(OC)c(OC)c1)C[C@@H]2C(=O)N1CCN(C(=O)C2CC2)CC1,-0.1%,3.3%,0.6,61,NS5 inhibitors pilot replicate=-4.6
O=C(COC(=O)c1ccc[nH]c1=O)NCCC1=CCCCC1,1.8%,1.2%,1.2,63,
CCCN=C1N(CC)C[C@@H]2[C@@H]3C(=O)N(C)C(=O)[C@@H]3[C@](C)(C(=O)OC)N12,0.0%,4.0%,0.7,57,NS5 inhibitors pilot replicate=1.2
CCOC(=O)C1CCCN(C(=O)c2cccc(S(=O)(=O)N(C)c3ccc(OC)cc3)c2)C1 (stereo not given),0.5%[50 µM],1.4%,0.2,70,
COc1ccc(-c2sc3cc4c(cc3c2-c2ccc3c(c2)OCCO3)OCO4)cc1,1.3%,-2.4%,0.3,66,
CN1CCN(S(=O)(=O)c2cccc(C#N)c2)C(c2ccccc2)C1 (stereo not given),0.7%[50 µM],1.4%,-0.3,68,
CC[C@@H]1C=C(C(=O)O)[C@H](c2ccc(Cl)cc2)N1S(=O)(=O)c1ccc(C)cc1,0.1%,1.3%,1.5,47,
O=C(COc1cccnc1[N+](=O)[O-])Nc1cccc(Br)c1,0.5%,-1.6%,-1.5,59,
CN(C)S(=O)(=O)c1ccc(C(=O)NNC(=O)C23CC4CC(CC(C4)C2)C3)cc1,0.4%[50 µM],-10.1%,0.9,61,
O=C(OCc1cc(=O)n2ccsc2n1)c1ccccc1O,-0.5%,7.3%,0.1,58,
CC(=O)Nc1cccc(NC(=O)C(=O)Nc2ccc3c(c2)N(C(=O)C2CC2)CCC3)c1,0.5%[50 µM],2.2%,1.6,63,
CC(=O)Nc1ccc(S(=O)(=O)N(C)CC(=O)Nc2nc3ccccc3[nH]2)cc1,0.9%[50 µM],5.8%,-0.4,71,
COc1ccc(NC(=O)COC(=O)CCc2ccc(S(=O)(=O)N3CCOCC3)cc2)cc1OC,0.7%[50 µM],-6.0%,-0.4,62,
O=C(NCc1ccc(OC(F)(F)F)cc1)c1cccc2c1C(=O)c1ccc(N3CCC(Cc4ccccc4)CC3)cc1S2(=O)=O,0.9%,25.9%,0.5,60,
CCC1(CC)NC(=O)N(CC(=O)Nc2ccc(-n3cnnn3)cc2)C1=O,0.2%[50 µM],-2.2%,1.5,68,
CC(=O)Nc1ccc(S(=O)(=O)NCCC(=O)NC2CCCCCC2)cc1,1.8%[50 µM],2.9%,0.0,46,
C[C@H](NC(=O)c1ccco1)C(=O)NNC(=O)c1ccc(F)cc1,0.3%,-9.7%,0.9,79,
COc1ccccc1CNS(=O)(=O)c1cc(C(=O)NCc2ccccn2)c(Cl)cc1Cl,0.0%[50 µM],-3.6%,-0.6,53,
COc1ccc(OC)c(-c2nnc3n2N=C(c2ccc(OC(F)F)c(OCC4CC4)c2)CS3)c1,-0.7%,-11.0%,8.8,77,
Cn1nc(C(=O)NCCc2ccc3c(c2)OCCO3)c2ccccc2c1=O,1.2%[50 µM],-6.5%,0.4,57,
CN(c1ccc(OCCOc2ccccc2Cl)cc1)S(=O)(=O)c1ccccc1,1.1%[50 µM],-4.4%,-0.5,51,
Nc1ncnc2c1ncn2[C@@H]1O[C@H](CNS(=O)(=O)CCCCl)[C@@H](O)[C@H]1O,0.3%,-1.0%,-1.7,58,NS5 inhibitors pilot replicate=0.0
O=S1(=O)c2ccc(Br)cc2N2CCC[C@H]2CN1Cc1ccccc1,0.3%,2.3%,1.7,59,NS5 inhibitors pilot replicate=1.8
COc1ccc(Cl)cc1C(=O)NNC(=O)CSc1nncn1C,-0.2%,4.8%,-0.9,49,
COc1ccc(CNC(=O)C[C@H]2C[C@H](C(=O)N3CCOCC3)[C@@]3(C)c4[nH]c5cc(-c6ccco6)ccc5c4CCN3C2=O)cc1OC,0.0%,-7.2%,0.8,60,
COc1ccc(N(CC(=O)NC2CCCCC2)S(=O)(=O)c2cccs2)cc1,1.9%[50 µM],0.7%,-1.0,94,
Cc1cnc(C(=O)OCC(=O)Nc2cc(S(=O)(=O)N3CCOCC3)ccc2Cl)cn1,-2.4%,-3.1%,-0.8,67,
COc1cc2cnc(-c3cccnc3)cc2cc1OC,-0.3%,-0.8%,-1.3,65,
O=C(C[C@@H]1C/C=C\C[C@H](NC(=O)OCC2c3ccccc3-c3ccccc32)C(=O)OC[C@@H]2CCCN2C1=O)NCCO,0.5%,-5.8%,-2.3,49,
NC(=O)c1ccc(NC(=O)CSC(=O)c2ccccc2)cc1,0.4%[50 µM],6.0%,3.6,74,
CC1CCCC(NC(=O)/C=C/c2c(F)cccc2Cl)C1C (stereo not given),1.6%,0.8%,1.9,55,
COc1ccc(N(C)S(=O)(=O)c2cccc(C(=O)OCC(=O)N(C)c3ccccc3)c2)cc1,-0.8%,-3.9%,4.9,51,
CN1CCC(N(C)S(=O)(=O)c2ccc(NC(=O)c3ccc(S(=O)(=O)N(C)C)cc3)cc2)CC1,-0.8%,7.0%,-0.9,59,
NC(=O)c1ccsc1NC(=O)CSc1ncnc2sccc12,-3.1%,-5.4%,4.1,46,
COc1ccc(C2CC(=O)Oc3cc(C)c(Cl)c(C)c32)cc1 (stereo not given),-0.1%,0.3%,9.1,46,NS5 inhibitors pilot replicate=3.3
O=C1CN(C(=O)COC(=O)COc2ccccc2)c2ccccc2N1,0.5%[50 µM],-2.2%,2.4,60,
COc1ccc(-c2c(C#Cc3ccsc3)c3cc(-c4ccc5c(c4)OCCO5)ccc3n2C)cc1,0.9%,2.5%,1.3,60,
COc1ccccc1/C=N\NC(=O)c1ccc(COc2ccc(C)c(C)c2)o1,0.5%,0.0%,2.4,46,
CC[C@]12c3[nH]c4ccc(OC)cc4c3CCN1C(=O)C(CC(=O)NCCCN(C)C)C[C@@H]2C(=O)N1CCN(C(=O)C2CC2)CC1 (stereo not given in full),-0.1%,-3.6%,6.4,54,NS5 inhibitors pilot replicate=-1.5
COc1cc2c(cc1OC)CN(C(=O)c1ccc(OC)c(S(=O)(=O)N3CCCC3)c1)CC2,0.1%[50 µM],-2.9%,1.0,54,
Cc1ccc(S(=O)(=O)N2C[C@@H]3[C@H]4CC[C@H](C4)[C@@H]3[C@@H](C)[C@@H]2c2cccn2Cc2ccccc2)cc1,0.2%,-2.3%,0.3,55,NS5 inhibitors pilot replicate=-0.3
C=CC[C@@H](CC(=O)NCCO)C(=O)NCCOC(=O)[C@@H](CC=C)Cc1ccc(F)cc1,0.1%,-1.6%,-0.1,96,NS5 inhibitors pilot replicate=0.3
O=[N+]([O-])c1ccc(Cl)c(S(=O)(=O)NCCc2ccccn2)c1,0.8%[50 µM],-3.0%,4.1,57,
COCc1nnc(NC(=O)C23CC4CC(CC(C4)C2)C3)s1,0.9%[50 µM],-2.2%,1.2,56,
Cc1ccc(NC(=O)Cn2cnc(C(=O)Nc3ccc(C)c(C)c3)n2)cc1C,1.2%,0.7%,-1.2,67,
COc1ccc(C(=O)OCC(=O)N2CCc3ccccc32)cc1S(=O)(=O)N1CCOCC1,-2.6%,-8.6%,0.3,61,
O=C(CCc1ccc(S(=O)(=O)N2CCOCC2)cc1)Nc1ccc(F)c(F)c1F,0.7%[50 µM],0.7%,2.9,102,
CN(CC(=O)NCCN1CCOCC1)S(=O)(=O)c1ccc(Cl)cc1,-0.6%,-0.4%,0.3,45,

# Other records follow.
SMILES,UTI89 phage lysis,NS5 inhibitors,NTR1 agonist,NTR1 agonist cell count 20 µM,others
CCCS(=O)(=O)Nc1ccc(N2CCCCC2)c(S(=O)(=O)Nc2ccccc2OC)c1,-0.2%[50 µM],6.6%,16.6,55,
O=C1CCC[C@@H]2CC(N3CCCCC3)C[C@@H]3CCN1[C@H]23 (stereo not given in full),0.2%,1.6%,-0.3,45,NS5 inhibitors pilot replicate=-1.5
C=CCNc1oc(-c2ccc(-c3ccccc3)cc2)nc1C#N,-0.5%,7.2%,6.1,46,
CC(=O)Nc1ccc(C(=O)COC(=O)c2cc(C)oc2C)c(F)c1,-0.4%[50 µM],-12.0%,4.7,64,
CC(=O)NCCc1ccc(C(=O)COC(=O)c2cccn2C)cc1,1.9%,5.0%,0.3,50,
CCCCNS(=O)(=O)CCNCc1ccccc1OC,0.3%,-8.3%,1.2,66,NS5 inhibitors pilot replicate=-3.3
CCOC(=O)c1cc(C(=O)NNC(=O)c2cccc([N+](=O)[O-])c2)c(C)nc1C,0.9%[50 µM],-0.7%,0.4,61,
C[C@H](CO)N1C[C@H](C)[C@@H](CN(C)Cc2ccc3c(c2)OCO3)Oc2c(NC(=O)C3CC3)cccc2C1=O,3.2%,1.6%,4.7,56,
COC(=O)[C@]12C(=O)NC[C@H](CN1c1ccc(C(F)(F)F)cc1)N2C,1.1%,-9.0%,0.7,47,
CC(Sc1nncs1)C(=O)Nc1ccc(S(=O)(=O)Nc2ncccn2)cc1 (stereo not given),0.1%[50 µM],1.6%,-0.3,70,
COc1cc(/C=C2\SC(=S)N(NC(C)=O)C2=O)ccc1OC(=O)c1ccco1,4.7%,5.4%,4.2,61,
CC(C)(C)OC(=O)C[C@H]1C/C=C\C[C@H](CC(=O)NCCO)C(=O)NCCOC1=O,5.6%,1.6%,-0.2,65,
C[C@@]12C(=O)Nc3ccc(Br)cc3C(=O)N1[C@H]1c3ccccc3OC[C@@H]1[C@@H]2c1ccccc1,0.6%,-6.6%,2.5,46,
CC(C)=CCc1c(O)ccc(C2COc3c(CC=C(C)C)c(O)cc(O)c3C2=O)c1O (stereo not given),-0.5%,-6.3%,7.3,84,
O=C(CN1C(=O)NC2(CCc3ccccc32)C1=O)Nc1cccc(Cl)c1 (stereo not given),-2.3%,0.0%,-0.8,53,
Cc1noc(C)c1S(=O)(=O)Nc1ccc2c(c1)C(=O)N([C@H](C)CO)C[C@H](C)[C@@H](CN(C)C(=O)Nc1ccc(C(F)(F)F)cc1)O2,0.4%,1.3%,1.6,52,NS5 inhibitors pilot replicate=-0.6
Cc1cc(NC(=O)CSc2nnc(-c3ccco3)n2N)no1,1.4%[50 µM],-8.4%,-0.2,70,

# Filtered by structure: the compounds so far containing two or more sulfur atoms
SMILES,UTI89 phage lysis,NS5 inhibitors,NTR1 agonist,NTR1 agonist cell count 20 µM,others
COc1ccc(N(CC(=O)NC2CCCCC2)S(=O)(=O)c2cccs2)cc1,1.9%[50 µM],0.7%,-1.0,94,
CN1CCC(N(C)S(=O)(=O)c2ccc(NC(=O)c3ccc(S(=O)(=O)N(C)C)cc3)cc2)CC1,-0.8%,7.0%,-0.9,59,
NC(=O)c1ccsc1NC(=O)CSc1ncnc2sccc12,-3.1%,-5.4%,4.1,46,
CCCS(=O)(=O)Nc1ccc(N2CCCCC2)c(S(=O)(=O)Nc2ccccc2OC)c1,-0.2%[50 µM],6.6%,16.6,55,
CC(Sc1nncs1)C(=O)Nc1ccc(S(=O)(=O)Nc2ncccn2)cc1 (stereo not given),0.1%[50 µM],1.6%,-0.3,70,
COc1cc(/C=C2\SC(=S)N(NC(C)=O)C2=O)ccc1OC(=O)c1ccco1,4.7%,5.4%,4.2,61,

# Source: PubChem BioAssay (several laboratories)
